# Assay outcomes as filed in PubChem BioAssay.
# PLC-gamma1 inh: blocks human PLC-gamma1 enzyme activity | inhibition, % at 12.2 µM | purified PLC-gamma1, fluorogenic substrate, fluorescence | AID 720700 | P19174 | 370,000 tested, 0.84% active; in the data active = inhibition above about 9.5%
# ASAP1 inh: inhibitors of human ASAP1 ArfGAP activity | Q9ULH1 | ASAP1-stimulated ARF1 GTP hydrolysis, GDP FP detection | inhibition, % at 16.5 µM | 360,000 tested, 0.19% active; in the data active = inhibition above about 25%;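 note: 0% = vehicle with enzyme and substrate and 100% = no enzyme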
# ARFGAP1 inh: inhibitors of rat ARFGAP1; Q62848; 360,000 tested, 0.26% active; Arfgap1-stimulated ARF1 GTP hydrolysis, GDP FP detection; AID 651572; inhibition, % at 16.5 µM;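 active = inhibition above a per-plate limit, mean inhibition of low control wells plus 3 SD, cut at about 25% in these data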;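 note: 0% = DMSO wells with enzyme and 100% = wells lacking Arfgap1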
# Target sequence (Q62848 1-136 limits assumed): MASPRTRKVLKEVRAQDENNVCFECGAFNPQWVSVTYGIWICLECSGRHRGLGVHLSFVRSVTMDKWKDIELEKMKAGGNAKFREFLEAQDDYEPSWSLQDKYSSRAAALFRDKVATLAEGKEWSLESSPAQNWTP
#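 Repeats: one replicate per compound; assay system: rat Arfgap1 catalytic domain, aa 1-136; times: enzyme reaction 120 min at 25 °C after 20 min preincubation; detection: FP of antibody-bound GDP Alexa 633 tracer, ex 620/em 688 nm; benchmarks: high control wells lacking Arfgap1, low control full reaction with DMSO; reagent: human ARF1(Δ1-17)-GTP substrate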
# PLCb3 inh: PLC-beta3 (human) inhibition, primary screen | Purified PLC-beta3, fluorogenic substrate, fluorescence | AID 720704 | inhibition, % at 12.2 µM | 370,000 tested, 0.18% active | Q01970; in the data active = inhibition above about 11%;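 note: 0% = median of compound wells on plate and 100% = full blocker control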
# Tn7 DDE FP: disrupts Tn7 cyclic peptide binding to fibrin D-Dimer-E complex. P02675. 370,000 tested, 0.13% active. inhibition, % at 8.3 µM. FP displacement of FITC-Tn7 peptide from fibrin DD(E); 0% = median of compound wells per plate. AID 720508;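 active = inhibition above the mean of compounds falling within the control limits plus 3 SD of them, cut at about 14% in these data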;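 note: 0% = plate median of compound wells and 100% = 10 µM Aha-Tn7 peptide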
# Target sequence (P02675 whole entry, looked up): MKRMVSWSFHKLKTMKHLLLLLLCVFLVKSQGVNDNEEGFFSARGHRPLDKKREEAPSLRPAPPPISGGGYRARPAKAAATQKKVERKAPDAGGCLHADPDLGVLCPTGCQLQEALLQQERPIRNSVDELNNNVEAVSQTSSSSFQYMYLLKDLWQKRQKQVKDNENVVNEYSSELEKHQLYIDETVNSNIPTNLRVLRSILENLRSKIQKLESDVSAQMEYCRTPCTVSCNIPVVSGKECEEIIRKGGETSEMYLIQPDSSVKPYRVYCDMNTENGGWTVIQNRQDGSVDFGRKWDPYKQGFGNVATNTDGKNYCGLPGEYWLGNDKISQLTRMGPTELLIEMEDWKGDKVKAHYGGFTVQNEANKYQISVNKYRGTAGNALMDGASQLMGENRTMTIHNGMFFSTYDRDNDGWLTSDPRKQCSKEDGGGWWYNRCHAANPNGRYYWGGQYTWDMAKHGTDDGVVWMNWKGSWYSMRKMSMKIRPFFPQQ
#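 System: human fibrin DD(E); quantity: Fibrin-DD(E) at 2 µM final; also added: fluorescent Tn7 probe at 0.1 µM; compound dosing: single nominal test concentration of 8.3 µM per compound; schedule: 10 min preincubation, 3 h with tracer, room temperature; detection: fluorescence polarization of the labelled Tn7 tracer; repeats: one replicate per compound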
# UHRF1 binding: UHRF1 methyl-DNA binding inhibition; Q96T88; UHRF1 binding to methylated oligo, TR-FRET; inhibition, % at 4.4 µM; 370,000 tested, 0.75% active; in the data active = inhibition above about 21%;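 note: UHRF1 SRA domain binding a hemimethylated CpG hairpin DNA probe; 0% = median of test compound wells and 100% = reference inhibitor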
# KLK7 zymogen act: activates the human kallikrein-7 zymogen; activation, % at 7 µM; P49862; AID 652039; purified proKLK7, EDANS-DABCYL substrate fluorescence; 100% is mature enzyme control, 0% vehicle; 370,000 tested, 0.9% active;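 active = activation above the mean of all tested compounds plus 3 SD, computed per campaign excluding outliers beyond control limits, cut at about 13% in these data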
# Target sequence (P49862 whole entry, looked up): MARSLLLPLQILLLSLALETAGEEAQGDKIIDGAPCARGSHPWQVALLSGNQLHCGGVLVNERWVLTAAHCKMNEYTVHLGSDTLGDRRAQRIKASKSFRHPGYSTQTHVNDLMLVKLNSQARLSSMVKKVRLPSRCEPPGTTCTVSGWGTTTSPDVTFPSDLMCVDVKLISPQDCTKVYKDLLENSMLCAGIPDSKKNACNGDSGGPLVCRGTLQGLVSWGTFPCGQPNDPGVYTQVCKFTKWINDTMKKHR
# DDE Tn6 FP inh: disrupts Tn6 cyclic peptide binding to fibrin D-Dimer-E complex. P02675. Fibrin DD(E) TRITC-Tn6 fluorescence polarization displacement. inhibition, % at 8.3 µM. 370,000 tested, 0.21% active. AID 720509;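 active = inhibition above a per-campaign cutoff: mean of compounds within control limits plus 3 SD, cut at about 15% in these data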;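 note: 0% = median of all compound wells on the plate and 100% = blocking peptide control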
# MBD2 DNA inh: blocks human MBD2 binding to methylated DNA. Q9UBB5. TR-FRET, MBD2 binding to methylated oligonucleotide. inhibition, % at 4.4 µM. 370,000 tested, 0.31% active; in the data active = inhibition above about 13%
# ADAM17 inh: ADAM17 inhibition, QFRET primary screen; 370,000 tested, 0.83% active; inhibition, % at 6.95 µM; AID 720648; recombinant ADAM17, EDANS/DABCYL FRET peptide cleavage; P78536;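 active = inhibition above the mean of compounds lying between control limits plus 3 SD, set per campaign, cut at about 8.5% in these data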;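 note: 0% = DMSO-only wells as the low control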
# * = called active by the depositor; x = no result given.
SMILES,PLC-gamma1 inh,ASAP1 inh,ARFGAP1 inh,PLCb3 inh,Tn7 DDE FP,UHRF1 binding,KLK7 zymogen act,DDE Tn6 FP inh,MBD2 DNA inh,ADAM17 inh
O=C1Nc2ccccc2/C1=N\c1sc2c(c1C(=O)Nc1ccccc1)CCCC2,-19.9,-3.9,11.1,-27.0,-11.3,-7.7,-0.1,-3.7,-4.5,0.3
Cc1cccc(Cl)c1NC(=S)NN,-1.4,14.9,2.5,-3.9,-0.3,-0.9,-0.8,-4.3,2.7,-6.9
COCCn1c(C)cc(C2=NNC(=NC(C)(C)C)SC2)c1C,-8.7,-6.7,-3.0,-11.5,-1.1,-3.9,0.0,-5.0,-1.7,-7.0
Nc1cc([N+](=O)[O-])ccc1Nc1ccc(O)cc1,1.7,-12.8,11.6,-6.4,-1.9,-13.0,0.5,-3.0,-16.5,4.2
O=C(O)CN1C2=NCCCN2c2ccccc21,1.9,-15.2,1.6,-0.8,-7.6,-0.6,-0.7,2.9,-1.3,-0.5
C[C@H]1CCC[C@@H](O)CC(=O)c2c(O)cc(O)cc2CC(=O)O1,-3.1,x,x,-0.6,3.2,-2.0,0.5,-1.7,-0.3,-4.0
CCOc1ccc(S(=O)(=O)N2CCN(C(=O)c3cccnc3)CC2)cc1,-0.4,-2.2,-4.4,-5.2,-2.9,-0.7,-0.1,-5.1,0.7,-0.3
COC(=O)C[C@@H]1C=C[C@@H](NS(=O)(=O)c2ccccc2OC)[C@@H](CO)O1,0.7,-0.6,17.7,1.9,-11.3,1.3,-0.4,-15.2,3.2,0.5
CC(C)c1ccc(C2(O)C(=O)Nc3cc(Br)ccc32)c(O)c1 (configuration not stated),0.1,4.4,-0.1,-4.9,6.6,-2.6,0.8,3.9,-0.6,2.3
COc1ccc(CNC(=O)CCC(=O)N2CCN(C(C)=O)CC2)cc1,-2.4,1.2,-2.7,-11.8,6.0,2.6,-0.2,5.2,0.4,-3.4
O=c1sc2ccccc2c(N2CCOCC2)c1[N+](=O)[O-],-1.9,-1.3,-1.8,-8.8,3.6,1.6,0.2,-8.1,5.6,-0.3
O=C(O)CCCn1cc(NC(=O)COc2ccccc2F)cn1,0.4,-3.3,-1.2,-3.2,2.4,-2.9,0.2,2.3,2.1,-2.7
CC(C)CNC(=O)c1cnn2c(C(F)(F)F)cc(C(F)(F)F)nc12,-1.9,1.1,6.5,-3.1,-4.2,-2.9,0.5,-5.6,-3.8,-6.1
NNC(=O)CSCc1ccc(Cl)cc1Cl,-1.7,6.2,-9.6,-3.2,-2.3,-0.3,-0.6,-1.7,-1.4,4.6
CCOc1ccccc1C1NC(=O)NC(C)=C1C(=O)OCc1ccccc1 (configuration not stated),-0.3,8.9,2.3,-5.3,-5.0,2.2,0.3,2.0,1.2,-0.9
CC(OC(=O)Cc1ccccc1[N+](=O)[O-])C(=O)Nc1ccc(Cl)cn1 (configuration not stated),-2.2,2.2,-6.0,-5.3,1.2,0.6,-0.6,-4.8,-4.0,-3.8
CCCCOn1c(C)c(C(=O)OCC)c2c3no[n+]([O-])c3ccc21,-1.6,-3.3,-5.2,-2.9,-3.3,-0.7,0.3,5.0,-0.8,-5.8
O=C(CN1CCN(c2ccc(F)cc2)CC1)Nc1nnc(-c2ccccc2)s1,6.7,-13.5,7.4,2.6,-3.9,-3.2,-0.2,-6.8,-4.0,-1.0
COc1ccc(C(=O)NC(=S)Nc2ccc(S(=O)(=O)Nc3cc(OC)nc(OC)n3)cc2)cc1,-3.1,5.3,1.6,-8.4,-6.4,0.0,-0.4,0.6,-4.1,4.1
C=CCn1c(SCC(=O)c2ccccc2)nnc1-c1ccc2c(c1)OCO2,0.2,-11.3,3.9,0.8,3.0,-1.5,-0.5,5.4,-3.7,-7.2
CC1CCN(CC(=O)Nc2ccc(S(=O)(=O)NC3CC3)cc2)CC1,1.8,13.1,6.2,-7.0,-3.0,2.3,0.0,-12.3,5.2,-1.7
COc1ccc(/C=N/NC(=O)c2ccc3nc[nH]c3c2)c(OC)c1,-10.7,14.7,7.8,-21.6,4.5,-3.4,0.1,3.8,-4.4,-5.7
CC(=O)N1CCc2cc(Br)c(S(=O)(=O)NCc3ccc(Cl)cc3)cc21,-0.8,x,x,-2.9,3.4,-2.0,0.2,-12.4,2.0,-4.4
CC(C)c1cc(C(F)(F)F)n2nc(C(=O)O)cc2n1,-2.1,3.3,-1.8,-5.2,5.2,-0.9,0.1,3.3,-1.3,-2.3
O=C(c1ccco1)N1CCN(c2ncnc3scc(-c4ccc(F)cc4)c23)CC1,6.9,2.4,-3.6,0.9,3.6,4.7,-0.4,-4.0,5.5,-1.1

# Profiles from above. Screens in order: PLC-gamma1 inh	ASAP1 inh	ARFGAP1 inh	PLCb3 inh	Tn7 DDE FP	UHRF1 binding	KLK7 zymogen act	DDE Tn6 FP inh	MBD2 DNA inh	ADAM17 inh
# CC(=O)N1CCc2cc(Br)c(S(=O)(=O)NCc3ccc(Cl)cc3)cc21 as listed: -0.8	x	x	-2.9	3.4	-2.0	0.2	-12.4	2.0	-4.4
# O=C(O)CCCn1cc(NC(=O)COc2ccccc2F)cn1 as listed: 0.4	-3.3	-1.2	-3.2	2.4	-2.9	0.2	2.3	2.1	-2.7
# C[C@H]1CCC[C@@H](O)CC(=O)c2c(O)cc(O)cc2CC(=O)O1 as listed: -3.1	x	x	-0.6	3.2	-2.0	0.5	-1.7	-0.3	-4.0
# CC(OC(=O)Cc1ccccc1[N+](=O)[O-])C(=O)Nc1ccc(Cl)cn1 (configuration not stated) as listed: -2.2	2.2	-6.0	-5.3	1.2	0.6	-0.6	-4.8	-4.0	-3.8
# NNC(=O)CSCc1ccc(Cl)cc1Cl as listed: -1.7	6.2	-9.6	-3.2	-2.3	-0.3	-0.6	-1.7	-1.4	4.6

# The listing continues:
SMILES,PLC-gamma1 inh,ASAP1 inh,ARFGAP1 inh,PLCb3 inh,Tn7 DDE FP,UHRF1 binding,KLK7 zymogen act,DDE Tn6 FP inh,MBD2 DNA inh,ADAM17 inh
CN(C)c1ccc(/C=N\S(=O)(=O)c2ccccc2)cc1,2.9,5.3,3.3,2.1,-3.3,-4.4,0.1,-0.3,-3.4,-1.7
CN(C)S(=O)(=O)c1ccc(C(=O)N2CCN=C2SCc2ccccc2)cc1,2.6,1.9,7.5,1.4,-2.0,-2.0,0.2,-3.5,-5.0,-0.6
Cc1onc(-c2c(Cl)cccc2Cl)c1NC(=O)NNc1ccccc1,3.9,-4.7,-3.4,-2.5,-3.8,-1.8,0.3,1.2,3.7,0.4
Cn1c(=O)c2cc(NC(=O)Cc3cccc4ccccc34)ccc2n1-c1ccccc1,-156.5,-1.8,8.0,-201.3,-5.0,-0.2,-0.1,4.7,0.7,-47.9
N#C/C(=C\c1cn(-c2ccccc2)nc1-c1cc2ccccc2o1)c1nc2ccccc2[nH]1,-31.5,-2.0,0.0,-35.6,0.0,-0.9,-0.3,-7.6,6.3,-10.1
Cc1ccc(S(=O)(=O)O/N=C2/CCCc3occc32)cc1,1.9,5.8,12.1,1.0,3.3,-1.6,0.2,-0.1,3.8,-2.6
C=CCN1C(=O)C(C)S/C1=N\S(=O)(=O)c1ccc(Cl)cc1 (configuration not stated),2.3,0.5,2.5,5.5,-2.1,0.3,-0.7,-4.7,2.5,3.3
CCOc1ccc(N(C)S(=O)(=O)c2csc(C(N)=O)c2)cc1,1.1,-9.9,1.1,-3.1,-1.7,-0.2,0.0,4.3,-2.0,-1.6
COc1ccc(C2C(C#N)=C(N)Oc3c2oc(CO)cc3=O)cc1 (configuration not stated),1.3,-10.3,3.5,-1.1,-6.5,-1.2,0.6,-3.7,-5.0,-2.0
COc1ccc(CCNC(=O)CCS(=O)(=O)c2ccc3c(c2)CCN3C(C)=O)cc1OC,5.1,-4.5,4.5,0.0,0.0,-1.6,-0.2,-3.5,-4.8,2.0
CN(C)S(=O)(=O)c1cccc(NC(=S)N/N=C/c2ccc(O)c(O)c2O)c1,5.4,-1.3,-5.0,-5.2,-1.3,14.7,0.6,-14.2,3.6,0.5
COc1cc(/C=N/NC(=O)c2ccncc2)ccc1Oc1ccc([N+](=O)[O-])cn1,-3.0,-0.5,0.9,2.2,-2.9,-2.0,0.0,-4.2,-1.7,1.5
Cc1ccc(SCCN2CCN(CC(C)C)CCC2=O)cc1,-0.9,7.4,-10.0,-1.5,2.4,5.6,-0.2,-7.0,-1.6,3.7
CC1(C)CC(=O)C=C(c2cccc3c2oc2ccccc23)C1,-17.1,-4.5,-0.6,-17.8,-2.3,-0.7,-3.1,6.0,-5.0,0.7
NC(=O)C1CCN(C(=O)CCSc2ccc(Cl)cc2)CC1,-1.8,-7.8,-0.9,1.9,7.0,-1.6,0.8,-0.5,-8.7,0.1
c1cc2c(cc1CN1CCOCC1)OCO2,2.2,0.1,2.6,2.2,-2.9,4.0,3.5,-9.3,5.9,-2.0
O=C1CSC(c2ccc([N+](=O)[O-])cc2)N1CCN1CCCCC1 (configuration not stated),-0.8,-8.8,14.7,-3.2,3.6,-0.5,0.3,6.6,-1.9,-2.2
COc1ccc(NC(=O)C2Cc3c(-c4ccncc4)ccnc3O2)cc1OC (configuration not stated),0.3,-6.0,-11.2,-2.4,-2.8,0.8,-0.1,-0.1,2.4,-1.7
Cc1ccccc1-c1cc(C(=O)NCc2ccc3c(c2)OCO3)n(CC2CC(c3cccnc3)=NO2)n1 (configuration not stated),8.2,3.2,-3.2,-0.1,0.8,3.5,1.1,1.2,0.4,3.3
CC(C)NC(=O)N(C)C[C@@H]1Oc2cc(Br)ccc2S(=O)(=O)N([C@@H](C)CO)C[C@H]1C,1.8,1.8,-6.5,1.8,3.2,0.9,0.3,4.5,-4.4,-3.3
CC(C)n1c(N2CCN(CC(=O)NCc3cccs3)CC2)nc2ccccc21,1.8,-10.7,3.6,-3.0,5.8,-1.2,-0.4,-8.5,-1.9,-7.0
O=C(NCCS(=O)(=O)NCc1ccc(F)cc1)c1ccccc1,2.0,-4.6,18.2,-7.0,-6.5,2.2,0.8,-3.3,2.7,1.4
C=CCn1c(SCC(=O)N2CCCC2)nc2cc(C(=O)NCC3CCCO3)ccc2c1=O (configuration not stated),-0.6,-3.5,0.6,-2.5,0.4,0.9,-0.1,-7.3,-5.8,-9.3
COc1ccccc1CN(C)C(=O)C(c1ccccc1)c1ccccc1,0.1,5.0,15.8,0.7,-1.3,-0.9,0.0,3.2,3.0,0.3
CCC(=O)Nc1cc(C(=O)OC(C(=O)c2ccc(C)c(C)c2)c2ccccc2)ccc1C (configuration not stated),-0.2,9.6,7.2,-3.5,-7.0,1.3,0.0,-10.8,2.9,5.1
